# Screening results from PubChem BioAssay.
# PME-1 inh: blocks human protein phosphatase methylesterase 1; Q9Y570; recombinant PME-1, FP-Rh probe fluorescence polarization; inhibition, % at 5.9 µM; 0.53% of 320,000 active;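 active = inhibition above the campaign mean of all compounds plus 3 SD, cut at about 26% in these data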;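 also: competitive labeling of PME-1 active site by serine hydrolase directed probe; 0% = PME-1 with DMSO and 100% = wells lacking PME-1 enzyme; inhibitors block probe labeling so polarization falls and inhibition rises; many of its hits are not listed in these tables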
# LYPLA1 counter: blocks human lysophospholipase 1, a PME1 counter-screen. O75608. inhibition, % at 5.9 µM. AID 2174. 0.16% of 320,000 active. recombinant LYPLA1, FP-Rh probe fluorescence polarization;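 active = inhibition above the mean of all tested compounds plus 3 SD, set per campaign, cut at about 14% in these data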;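 also: inhibitors block serine hydrolase probe labeling of LYPLA1 so polarization falls; 0% = enzyme with DMSO and 100% = wells lacking LYPLA1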
# Target sequence (O75608 whole entry, looked up): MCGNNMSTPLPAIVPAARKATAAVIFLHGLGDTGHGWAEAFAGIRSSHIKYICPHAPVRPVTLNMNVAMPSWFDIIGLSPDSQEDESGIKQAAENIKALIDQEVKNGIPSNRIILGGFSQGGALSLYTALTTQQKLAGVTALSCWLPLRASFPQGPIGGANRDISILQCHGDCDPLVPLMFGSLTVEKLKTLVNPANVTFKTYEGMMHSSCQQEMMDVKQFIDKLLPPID
# PAFAH2 inh: inhibitors of human PAFAH2; AID 492956; recombinant PAFAH2, FP-rhodamine activity probe, fluorescence polarization; 0.99% of 340,000 active; inhibition, % at 3.39 µM;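 active = inhibition above the mean over all tested compounds plus 3 SD, cut at about 30% in these data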;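 also: inhibitors block probe labeling of enzyme so polarization drops; 0% = enzyme with DMSO and 100% = wells lacking PAFAH2 protein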
# PAD4 FP inh: PAD4 (human) enzyme inhibition; Q9UM07; recombinant PAD4, RCA probe fluorescence polarization; inhibition, % at 6.36 µM; 0.41% of 330,000 active;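 active = percent inhibition above a cutoff equal to the mean of all tested compounds plus 3 SD, cut at about 15% in these data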;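 also: 0% = PAD4 with RCA probe and DMSO and 100% = probe without PAD4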
# pPAFAH FP inh: inhibitors of human plasma PAF acetylhydrolase (pPAFAH) | AID 463082 | inhibition, % at 3.39 µM | 1.5% of 330,000 active | Q13093 | recombinant pPAFAH, FP-rhodamine probe fluorescence polarization;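 active = inhibition above the mean inhibition across the screen plus 3 SD, cut at about 25% in these data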;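 also: inhibitors block binding of the rhodamine activity-based probe so polarization drops; 0% = enzyme with DMSO and 100% = wells lacking pPAFAH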
# Fam108B counter: counter-screen for RBBP9 inhibitors: inhibitors of mouse Fam108B | recombinant Fam108B, FP-Rh probe fluorescence polarization | inhibition, % at 9.51 µM | 0.33% of 300,000 active;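 active = inhibition above the screen mean inhibition plus 3 SD, computed separately per campaign, cut at about 18% in these data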;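 also: inhibitors lower polarization as less probe binds the enzyme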
# GSTO1 counter: counter-screen for RBBP9 inhibitors: inhibitors of human GSTO1 | recombinant GSTO1, activity-based probe fluorescence polarization | inhibition, % at 5.96 µM | 1.1% of 300,000 active | AID 1974;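 active = inhibition above the campaign mean inhibition plus 3 SD, cut at about 35% in these data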;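 also: 0% = GSTO1-1 with DMSO and 100% = wells lacking GSTO1-1 enzyme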
# Target sequence (P78417 whole entry, looked up): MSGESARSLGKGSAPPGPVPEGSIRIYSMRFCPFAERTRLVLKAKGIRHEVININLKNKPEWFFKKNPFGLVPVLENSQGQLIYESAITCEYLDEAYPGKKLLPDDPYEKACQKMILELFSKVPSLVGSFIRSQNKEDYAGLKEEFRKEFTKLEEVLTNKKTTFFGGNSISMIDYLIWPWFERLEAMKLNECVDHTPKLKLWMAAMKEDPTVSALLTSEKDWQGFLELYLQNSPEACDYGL
# PAFAH1B2 inh: inhibitors of human PAFAH1B2. P68402. recombinant PAFAH1B2, FP-rhodamine activity probe, fluorescence polarization. inhibition, % at 3.39 µM. 1.2% of 340,000 active. AID 492953;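 active = inhibition above the mean of all tested compounds plus 3 SD, cut at about 24% in these data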;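 also: 0% = enzyme with DMSO and 100% = wells lacking PAFAH1B2; many of its hits are not listed in these tables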
# Target sequence (P68402 whole entry, looked up): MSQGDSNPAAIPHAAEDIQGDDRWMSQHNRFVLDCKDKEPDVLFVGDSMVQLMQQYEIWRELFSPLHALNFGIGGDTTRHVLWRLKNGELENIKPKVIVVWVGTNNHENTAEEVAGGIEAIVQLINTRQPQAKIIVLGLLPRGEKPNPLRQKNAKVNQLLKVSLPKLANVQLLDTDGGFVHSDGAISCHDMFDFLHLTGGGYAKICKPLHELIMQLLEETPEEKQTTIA
# PAFAH1B3 inh: blocks human PAF acetylhydrolase 1B catalytic subunit 3. Q15102. recombinant PAFAH1B3, FP-rhodamine probe, fluorescence polarization. inhibition, % at 3.39 µM. 0.28% of 340,000 active. AID 492972;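 active = inhibition above the screen-wide average of all tested compounds plus 3 SD, cut at about 25% in these data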;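 also: 0% = enzyme with DMSO only and 100% = wells lacking PAFAH1B3 protein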
# Target sequence (Q15102 whole entry, looked up): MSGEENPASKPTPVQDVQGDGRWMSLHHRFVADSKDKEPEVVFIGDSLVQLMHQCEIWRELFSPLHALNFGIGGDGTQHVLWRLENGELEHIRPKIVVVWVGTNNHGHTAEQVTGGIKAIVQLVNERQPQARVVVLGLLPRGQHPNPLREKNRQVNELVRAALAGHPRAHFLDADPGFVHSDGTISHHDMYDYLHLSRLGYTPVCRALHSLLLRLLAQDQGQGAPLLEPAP
# Numbers without * were called inactive; x = not tested or not shown.
SMILES	PME-1 inh	LYPLA1 counter	PAFAH2 inh	PAD4 FP inh	pPAFAH FP inh	Fam108B counter	GSTO1 counter	PAFAH1B2 inh	PAFAH1B3 inh
CC(C)CN1C(=O)NC(NS(=O)(=O)c2ccc(N)cc2)(C(F)(F)F)C1=O (stereo not drawn)	3	-4	-1	4	0	3	0	1	1
CCCOc1ccc(-c2nc(C#N)c(N3CCN(CC)CC3)o2)cc1	10	3	0	2	1	5	-7	3	3
Cc1ccc(C)c(NC(=O)CN(C)C(=O)c2ccc(-c3cccc(C(F)(F)F)c3)o2)c1	-4	-2	3	-3	12	-1	3	8	2
CCOC(=O)c1cc(-c2ccc(N)cc2)sc1N	7	1	1	1	9	5	0	3	1
Cc1ccc(S(=O)(=O)N(C)C)cc1NC(=O)Nc1ccccc1F	-1	-6	x	0	1	-4	2	x	x
CC1CCCCN1Cc1nc2c(c(=O)n(C)c(=O)n2C)n1CCCc1ccccc1 (stereo not drawn)	1	3	-5	5	0	15	2	-1	-5
CCN(CC)C(=O)C(=O)N/N=C/c1ccc(F)cc1	3	-2	1	-3	-2	0	-4	13	10
CC(=O)/C(=N\Nc1ccccc1)Oc1ccc(Br)cc1	-6	-6	x	-4	-3	0	1	x	x
CC1(C)Cc2nc3n[nH]c(N)c3cc2CO1	-5	-4	6	-5	2	4	3	-2	-3
COc1cccc(NC(=O)NCc2c(-c3ccccc3)noc2C)c1	0	-2	-6	-3	-4	-2	0	7	4
O=C(O)c1ccc(CNCc2ccc(Cl)cc2Cl)cc1	0	-3	9	-1	-1	11	-1	23	11
Cc1cc(C)n(C(=O)CCN2C(=O)c3ccccc3C2=O)n1	-2	-2	3	-4	-1	-2	-4	6	2
Cc1ccc(C)c(NC(=O)CN(C)C(=O)c2ccccc2OCc2ccc(Cl)cc2)c1	10	-1	-3	-1	4	-1	2	4	-2
CC(Cc1ccccc1)NC(=O)c1cc2ccccc2o1 (stereo not drawn)	-6	2	-4	1	-2	-1	8	8	-6
COc1ccc(NS(=O)(=O)c2cc(NC(=O)[C@H](C)NC(N)=O)ccc2N2CCCC2)cc1	x	x	3	8	10	x	x	9	11
COc1ccc(CCNC(=O)CN2C(=O)COc3ccc(S(=O)(=O)N4CCCC4)cc32)c(OC)c1	11	-1	11	-3	2	6	-2	4	5
NC(N)=NS(=O)(=O)c1ccc(NC(=S)Nc2ccc(F)cc2)cc1	-7	-1	5	2	-7	3	1	5	5
COC(=O)c1ccc(C(=O)OC)c(NC(=S)N2CCN(C)CC2)c1	6	2	1	0	3	0	3	3	5
COc1cccc(-c2cc(C(=O)Nc3ccc4c(c3)OCO4)no2)c1	6	1	13	0	3	-1	3	7	5
CCOc1cccc(OCCn2cnc3ccccc3c2=O)c1	-7	-5	3	-3	-14	-5	3	1	-3
CCN1C(=O)[C@H]2[C@@H](c3ccc(-c4cccc(Cl)c4)c(OC)c3)N3CCC[C@@]3(C(=O)OC)[C@H]2C1=O	x	x	-1	3	2	x	x	2	-2
CC1(C)NC(=O)N(CCOc2cccc(Cl)c2Cl)C1=O	-1	-2	-2	-7	-5	1	13	-1	10
O=S(=O)(Cc1ccccc1)N1CCN(C/C=C/c2ccccc2)CC1	1	1	10	1	5	8	2	-3	-15
CC1CCC(NC(=O)CC(NC(N)=O)c2ccccc2Cl)CC1 (stereo not drawn)	-1	7	3	1	-2	3	-6	9	-4
N#C/C(=C/c1ccc(-c2ccccc2[N+](=O)[O-])o1)C(N)=O	1	4	2	0	4	0	9	8	-2
CCCCC(CC)C(=O)O (stereo not drawn)	x	x	3	1	5	x	x	6	1
O=C(NNC(=O)c1ccccc1-n1cccc1)c1ccc(Cl)nc1	-1	1	5	-2	4	x	x	-3	12
Cc1ccc(-c2cnc(C3CC3)o2)cc1S(=O)(=O)Nc1ccccc1	6	1	12	0	31*	2	-2	-4	1
CC(C)C[C@H](NC(=O)c1nc[nH]c1C(=O)N[C@@H](CC(C)C)C(=O)OCc1ccccc1)C(=O)OCc1ccccc1	-5	-13	-9	1	7	-24	-4	-4	-2
CCn1cc(S(=O)(=O)NC2CCCCC2)cn1	1	-3	-1	0	5	2	5	-2	1
O=C(Cc1c(C(=O)O)[nH]c2ccccc12)NC1CCCC1	3	1	11	-8	7	-3	2	23	9
Cc1csc(SCC(=O)NCc2ccc3c(c2)OCO3)n1	-4	-1	4	-2	1	0	-5	6	3
Cc1ccccc1Nc1c(C)c(C)nc2ncnn12	-2	-1	-1	-2	-8	1	4	-2	9
O=C(Nc1sc2c(c1C(=O)O)CCC2)c1ccccc1F	-2	-1	9	-2	6	3	0	3	-7
COc1ccccc1CNC(=O)C1CCN(c2ncnc3c2nc2n3CCCCC2)CC1	0	-4	-4	0	0	-1	1	0	9
CC(=O)NS(=O)(=O)c1ccc(NC(=S)NC(=O)COc2ccccc2C)cc1	-6	4	2	2	3	2	4	-1	15
CNC(=O)CS(=O)(=O)CC(=O)Nc1cc(OCCOC)c(Cl)cc1Cl	4	3	x	-4	2	3	1	x	x
CC(=O)Nc1sc2c(c1CN1CCN(C)CC1)CCCC2	-1	2	-4	-1	4	1	8	3	8
O=c1[nH]c(SCc2n[nH]c(=S)n2-c2ccccc2)nc2ccccc12	-4	-1	4	1	2	2	-7	1	-1
COc1ccccc1CCNC(=O)CCn1c(=O)c2cccn2c2ccc(F)cc21	2	0	-8	4	3	0	-2	3	8
CC(NC(=O)Cc1ccccc1)c1nc2ccccc2[nH]1 (stereo not drawn)	-6	1	-2	1	-4	-5	14	3	2
Cc1nnc(NC(=O)CCCN2C(=O)c3ccccc3C2=O)s1	2	0	5	3	4	4	-2	-2	0
CC1(C)CC(=O)C(Sc2ccccc2)=C(O)C1	0	4	4	3	5	1	2	2	11
Cc1cc(C(=O)NCC(=O)OCC(=O)N(C)C2CCCCC2)ccc1[N+](=O)[O-]	-1	-1	15	1	-3	-2	4	2	4
Cc1ccc(C(=O)N2CCN(c3ccccc3)CC2)cc1S(=O)(=O)N1CCOCC1	7	6	9	-6	7	2	6	4	3
CCn1cc(CNC(=O)CC2C(=O)NCCN2CC(c2ccccc2)c2ccccc2)cn1 (stereo not drawn)	0	-4	2	0	-2	0	4	0	-2
COc1cccc(-c2cc3nc4c(c(NCC(C)(C)CN(C)C)n3n2)CCCC4)c1	3	6	1	1	9	11	19	3	4
Cc1cc(C)c2c(CN3CCC(C)CC3)cc(=O)oc2c1	-1	-5	-5	-4	2	-2	10	4	6
CNc1cc(N2CCCCCC2)ccc1[N+](=O)[O-]	1	-1	1	4	3	2	3	4	3
CCn1cc(-c2nnnn2-c2ccc(Cl)cc2)c(=O)c2ccccc21	5	-6	8	-3	1	2	6	2	14
CCN(CC(=O)Nc1ccc(NC(C)=O)cc1)C(=O)CC1OC(=O)c2ccccc21 (stereo not drawn)	1	0	3	-1	0	-3	3	4	6
CN1CCc2nc(NC(=O)c3cccc(OC(F)F)c3)sc2C1	-9	-13	0	-11	-9	-19	-17	4	1
COc1ccc(-n2ccnc2SCC(=O)NCc2ccc(F)cc2)c(OC)c1	-2	-3	2	-2	4	-1	8	1	6
CCNC(=O)c1ccc2c(c1)C1C3CCC(C3)C1C(c1ccccc1)N2 (stereo not drawn)	1	-2	-4	0	4	3	-1	1	8
Cn1c(C(=O)OCC(=O)NCc2cccs2)cc2sccc21	9	-2	27	2	6	-4	-4	-1	2
CCCCC(=O)Nc1ccc(C(=O)Nc2nc(CC(=O)OCC)cs2)cc1	-11	-6	1	-11	-9	-3	8	0	9
C=CCOc1ccc(C(=O)Nc2ccccc2C(=O)NCc2cccnc2)cc1	-41	-3	-9	-7	-1	1	-4	-2	-4
Cc1ccc(C(=O)N2CC(C)OC(C)C2)c(Cl)c1 (stereo not drawn)	1	0	-1	-4	-1	4	-5	2	-6
CN1C(=O)CC(N2CCN(C(=O)CN3CCCC3)CC2)C1=O (stereo not drawn)	1	3	1	0	4	5	4	3	11
CCC(=O)Nc1cccc(NC(=O)c2ccc3c(c2)OCO3)c1	-12	-1	-1	-2	-1	-1	7	7	1

# Additional records follow:
SMILES	PME-1 inh	LYPLA1 counter	PAFAH2 inh	PAD4 FP inh	pPAFAH FP inh	Fam108B counter	GSTO1 counter	PAFAH1B2 inh	PAFAH1B3 inh
CCCn1c(SCc2ccccn2)nc2c1c(=O)n(C)c(=O)n2C	4	0	2	1	5	-3	5	4	11
c1cncc(CSc2ccc(-c3ccc4c(c3)OCO4)nn2)c1	2	1	8	-2	3	-5	3	4	9
COc1ccc2c(c1)O[C@@]1(CCCC[C@@H]1C)CC2=O	0	-4	6	3	0	-5	5	6	10
CCCCn1cnc2c([nH]c3cc(OC)ccc32)c1=O	1	1	3	-2	-5	1	-7	1	6

# Filtered by structure, the compounds so far with an aryl methoxy group.
SMILES	PME-1 inh	LYPLA1 counter	PAFAH2 inh	PAD4 FP inh	pPAFAH FP inh	Fam108B counter	GSTO1 counter	PAFAH1B2 inh	PAFAH1B3 inh
COc1cccc(NC(=O)NCc2c(-c3ccccc3)noc2C)c1	0	-2	-6	-3	-4	-2	0	7	4
COc1ccc(NS(=O)(=O)c2cc(NC(=O)[C@H](C)NC(N)=O)ccc2N2CCCC2)cc1	x	x	3	8	10	x	x	9	11
COc1ccc(CCNC(=O)CN2C(=O)COc3ccc(S(=O)(=O)N4CCCC4)cc32)c(OC)c1	11	-1	11	-3	2	6	-2	4	5
COc1cccc(-c2cc(C(=O)Nc3ccc4c(c3)OCO4)no2)c1	6	1	13	0	3	-1	3	7	5
CCN1C(=O)[C@H]2[C@@H](c3ccc(-c4cccc(Cl)c4)c(OC)c3)N3CCC[C@@]3(C(=O)OC)[C@H]2C1=O	x	x	-1	3	2	x	x	2	-2
COc1ccccc1CNC(=O)C1CCN(c2ncnc3c2nc2n3CCCCC2)CC1	0	-4	-4	0	0	-1	1	0	9
COc1ccccc1CCNC(=O)CCn1c(=O)c2cccn2c2ccc(F)cc21	2	0	-8	4	3	0	-2	3	8
COc1cccc(-c2cc3nc4c(c(NCC(C)(C)CN(C)C)n3n2)CCCC4)c1	3	6	1	1	9	11	19	3	4
COc1ccc(-n2ccnc2SCC(=O)NCc2ccc(F)cc2)c(OC)c1	-2	-3	2	-2	4	-1	8	1	6
COc1ccc2c(c1)O[C@@]1(CCCC[C@@H]1C)CC2=O	0	-4	6	3	0	-5	5	6	10
CCCCn1cnc2c([nH]c3cc(OC)ccc32)c1=O	1	1	3	-2	-5	1	-7	1	6

# 2 entries picked at random from those above:
SMILES	PME-1 inh	LYPLA1 counter	PAFAH2 inh	PAD4 FP inh	pPAFAH FP inh	Fam108B counter	GSTO1 counter	PAFAH1B2 inh	PAFAH1B3 inh
COc1ccc2c(c1)O[C@@]1(CCCC[C@@H]1C)CC2=O	0	-4	6	3	0	-5	5	6	10
c1cncc(CSc2ccc(-c3ccc4c(c3)OCO4)nn2)c1	2	1	8	-2	3	-5	3	4	9

# Some of the compounds tested (hit frequency here may not be typical).
